HCT116 PTEN-null: growth suppression of PTEN-null HCT116, primary screen, cell-based, CellTiter-Glo; viability, % at 10 µM; 140,000 compounds, 1.2% hits; AID 827, 2007; HCT116 PTEN-null viability, 60 h; stronger effect = lower value;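 active = viability at or below a set limit, 4 SD under the median of all tested compounds, cut at about 3.7% in these data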;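 note: PTEN knockout HCT116 line with beta catenin targeted HCT116 as companion control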
Phagocytosis inh: inhibitors of macrophage phagocytosis, primary screen, imaging, J774A.1 cells, IgG beads; J774A.1 macrophage IgG-bead phagocytosis; inhibition, % at 5 µM; 110,000 compounds, 0.07% hits;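 active = inhibition above the mean of the plate negative controls plus 5 SD, cut at about 13% in these data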;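 note: phagocytic index as fraction of beads internalized from green versus red external bead signal; plate controls were DMSO negative control for no effect and cytochalasin-D positive control for full effect; some results beyond the cut were filed as inactive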
E-sel TNF inh: E-selectin induction blockers in HUVEC – imaging, immunofluorescence, high content, primary screen; 120,000 compounds, 0.71% hits; inhibition, % at 2 µM; AID 1246, 2008; HUVEC TNFa-induced E-selectin immunofluorescence;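 active = inhibition above the batch mean plus 3 SD, and confirmed as a hit on visual image review, cut at about 43% in these data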;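 note: 0% = TNF-stimulated DMSO wells and 100% = unstimulated control wells; not every result past the cut was called active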
Measles CPE: compounds protecting cells from measles virus cytopathic effect, primary screen, measles RdRp inhibitor project, single point, MLSMR library, absorbance. Measles virus-infected cells, CPE protection. protection (pct of control), % at 4 µM. 140,000 compounds, 1.5% hits; in the data active = protection mostly above about 24%, no sharp cut-off; inactive = mostly below about 26%; note: some compounds called inactive have numbers as strong as hits
BB579 growth dn: growth inhibitors of yeast BB579 in restrictive medium, primary screen, yeast lifespan-shortening project, S. cerevisiae; OD615, 48 h; inhibition, % at 10 µM; 140,000 compounds, 0.51% hits; AID 804, 2007;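 active = inhibition above a set limit, 3 SD over the mean compound inhibition, cut at about 44% in these data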; note: inactives centre near -24
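Detection: OD615 turbidity measurement; Material: Saccharomyces cerevisiae DeaD strain BB579, replicative lifespan model yeast; Timing: 48 h exposure, 30 °C; Doses: single 10 µM dose; Medium: CSMM-D restrictive synthetic medium containing dextrose (glucose); Controls: amphotericin B at 10 µg/mL as positive control.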
MRP-1 activ: H69AR viability gain despite doxorubicin, primary screen, MRP-1 activator project, H69AR cells, CellTiter-Glo. 140,000 compounds, 0.61% hits. viability rescue. viability increase, % at 10 µM;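 active = viability gain under doxorubicin at or above a set limit, the compound median plus 3 SD, cut at about 4.7% in these data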;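 note: MRP-1 overexpressing cells given doxorubicin 25 µM after compound pretreatment; 18-22 h compound pretreatment then 72 h with doxorubicin before readout; 0% = doxorubicin-only wells and 100% = vehicle-treated cells without doxorubicin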
GALR2 blocker: GALR2 antagonists in receptor-expressing cells, primary screen | AID 828, 2007 | antagonist mode | inhibition, % at 4 µM | 140,000 compounds, 0.39% hits | Galanin receptor type 2 (Homo sapiens), O43603; in the data active = inhibition above about 27%;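 note: cells stimulated with galanin 1-16 at roughly its EC80; 0% = agonist challenge control and 100% = basal control without agonist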
Target sequence (O43603 whole entry, looked up): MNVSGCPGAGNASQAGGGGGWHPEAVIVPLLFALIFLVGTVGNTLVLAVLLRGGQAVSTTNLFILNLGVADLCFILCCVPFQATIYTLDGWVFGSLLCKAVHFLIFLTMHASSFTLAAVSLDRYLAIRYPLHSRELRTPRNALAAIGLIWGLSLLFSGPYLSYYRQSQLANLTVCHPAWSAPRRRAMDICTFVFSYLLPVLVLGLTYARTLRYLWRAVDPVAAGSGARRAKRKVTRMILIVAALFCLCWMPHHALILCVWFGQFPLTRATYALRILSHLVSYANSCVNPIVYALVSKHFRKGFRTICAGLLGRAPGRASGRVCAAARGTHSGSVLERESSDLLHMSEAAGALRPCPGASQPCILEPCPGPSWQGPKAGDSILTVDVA
HCT116 bCat-KO: primary screen for growth suppressors in beta-catenin knockout HCT116 cells (colon tumor, human) | viability, % at 10 µM | AID 818, 2007 | 140,000 compounds, 1.5% hits | HCT116 beta-catenin knockout viability, CellTiter-Glo, 60 h; stronger effect = lower value;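 active = viability at or under a set limit, the compound median less 4 SD, cut at about 6% in these data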;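 note: 0% = Hyamine 1622 control at 20 µM and 100% = untreated cell control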
NPY Y2 blocker: NPY-Y2 receptor antagonists, primary screen, cell-based. Neuropeptide Y receptor type 2 (Homo sapiens), P49146. NPY-Y2 expressing cells, antagonist mode. inhibition, % at 2.7 µM. 140,000 compounds, 0.99% hits; in the data active = inhibition above about 17%;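 note: 0% = vehicle with agonist challenge and 100% = reference antagonist with challenge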
Target sequence (P49146 whole entry, looked up): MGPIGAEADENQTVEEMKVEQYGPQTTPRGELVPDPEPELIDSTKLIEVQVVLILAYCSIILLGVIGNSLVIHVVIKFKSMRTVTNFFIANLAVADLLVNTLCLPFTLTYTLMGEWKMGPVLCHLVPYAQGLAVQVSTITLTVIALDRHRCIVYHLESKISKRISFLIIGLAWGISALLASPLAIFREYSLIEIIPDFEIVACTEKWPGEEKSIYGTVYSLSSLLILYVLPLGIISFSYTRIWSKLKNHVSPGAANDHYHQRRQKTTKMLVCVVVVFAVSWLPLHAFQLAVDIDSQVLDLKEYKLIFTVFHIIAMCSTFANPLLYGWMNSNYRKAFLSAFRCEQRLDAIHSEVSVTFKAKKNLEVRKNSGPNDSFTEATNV
Yeast life ext: compounds extending yeast replicative lifespan, primary screen, S. cerevisiae, OD615; S. cerevisiae growth with nicotinamide; deaD strain in restrictive glucose medium; inhibition of the nicotinamide effect, % at 10 µM; 130,000 compounds, 0.68% hits;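 active = inhibition above a set limit, placed 3 SD over the median of all compounds, cut at about 26% in these data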;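 note: 0% = nicotinamide-treated wells and 100% = cells grown without nicotinamide; some compounds called inactive have numbers as strong as hits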
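Buffer or medium: CSMM-D glucose medium, restrictive; test system: modified budding yeast, DeaD strain; compound: single dose 10 µM compound, 0.25% DMSO; schedule: culture preincubation 4 h, compound exposure 48 h, both 30 °C; detection: optical density (absorbance) at 615 nm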
* = called active by the depositor; x = no result given. Rows are unselected; overall some 6.4% were active at least once.

SMILES	HCT116 PTEN-null	Phagocytosis inh	E-sel TNF inh	Measles CPE	BB579 growth dn	MRP-1 activ	GALR2 blocker	HCT116 bCat-KO	NPY Y2 blocker	Yeast life ext
COC(=O)c1cc(NC(=O)c2ccc(-c3ccccc3)cc2)ccc1Cl	94	-2	-12	4	-25	-0.5	-1	82	2	-6
CC(C)C1N=C(c2ccc3c(c2)OCO3)CC(c2ccccc2O)N1 (stereo unspecified)	8	x	-1	15	-29	-2.5	8	5.8*	3	-15
COc1ccc(CCNC(=O)NC23CC4CC(CC(C4)C2)C3)cc1OC	86	3	-12	27	-3	-0.8	8	100	0	-9
CC(=O)c1cccc(N(C(=O)c2ccccn2)C(C(=O)NC2CCCCC2)c2cccs2)c1 (stereo unspecified)	92	2	24	4	-61	-0.6	2	80	-1	-16
Cc1ccc(S(=O)(=O)N2CCCC(C(=O)NCCC3=CCCCC3)C2)cc1 (stereo unspecified)	89	-2	x	6	18	3.3	-8	97	6	-12
CCNC(=S)N/N=C(\C)c1ccc2c(c1)OCCO2	107	-2	10	1	-9	-1.5	2	100	1	-6
COc1ccc(-c2c3c(nc4sc5c(Cl)nc(C)nc5c24)CCC3)cc1	1.5*	x	9	3	-47	0.2	0	1.2*	3	-3
COc1ccc2c(C)cc(N3CCN(c4ccc(F)cc4)CC3)nc2c1	78	x	4	18	-45	-1.2	2	80	7	-10
Cc1ccc(S(=O)(=O)NCCn2c(C)cc3ccccc32)cc1	87	x	7	9	-46	-4.6	-4	92	2	16
CCC(C)NCCCOc1ccc(Cl)cc1C(C)(C)C (stereo unspecified)	76	-3	5	13	-8	-4.3	-4	82	5	-2
O=C1NCCCc2nc(Oc3ccccc3)sc21	108	0	x	14	-13	1.2	2	97	-1	-13
COC(=O)c1ccc(NC(=O)Nc2ccc(C)cc2)cc1	87	0	-2	17	-17	0.3	1	90	2	-14

An excerpt of these results, field by field:
Cc1ccc(S(=O)(=O)NCCn2c(C)cc3ccccc32)cc1
  HCT116 PTEN-null = 87 | Phagocytosis inh = x | E-sel TNF inh = 7 | Measles CPE = 9 | BB579 growth dn = -46 | MRP-1 activ = -4.6 | GALR2 blocker = -4 | HCT116 bCat-KO = 92 | NPY Y2 blocker = 2 | Yeast life ext = 16

CCC(C)NCCCOc1ccc(Cl)cc1C(C)(C)C (stereo unspecified)
  HCT116 PTEN-null = 76 | Phagocytosis inh = -3 | E-sel TNF inh = 5 | Measles CPE = 13 | BB579 growth dn = -8 | MRP-1 activ = -4.3 | GALR2 blocker = -4 | HCT116 bCat-KO = 82 | NPY Y2 blocker = 5 | Yeast life ext = -2

(cont.)
SMILES	HCT116 PTEN-null	Phagocytosis inh	E-sel TNF inh	Measles CPE	BB579 growth dn	MRP-1 activ	GALR2 blocker	HCT116 bCat-KO	NPY Y2 blocker	Yeast life ext
Cc1ccc2[nH]c3c(c2c1)CN(C(=O)CN(C)CC1OCCO1)CC3	99	x	4	13	10	-2.9	9	85	-1	-2
Cc1ccc(CN2CCN(/N=C/c3cccs3)CC2)cc1	106	-1	15	1	-56	0.1	-6	93	3	2
CCCCCC(=O)Nc1nc(C)c(-c2csc(Nc3ccccc3OC)n2)s1	61	-2	-10	6	-46	-2.8	-33	72	-1	-29
Cc1c(NC(=O)CC(O)(C(F)(F)F)C(F)(F)F)c(=O)n(-c2ccccc2)n1C	85	-1	22	5	-23	-2.5	-2	82	3	-17
Oc1c(C(Nc2cccc(C(F)(F)F)c2)c2cccnc2)ccc2cccnc12 (stereo unspecified)	30	-10	50	18	1	-4.9	0	18	1	17
CC(C)(C)c1ccc(C(=O)Nc2ccc(N3CCOCC3)cc2)cc1	67	-1	12	11	-40	2.2	-22	45	0	-9
COC(=O)C(NC(C)=O)(Nc1nc2c(s1)CCCC2)C(F)(F)F (stereo unspecified)	95	-2	-7	7	-10	-2.5	3	88	2	3
O=C(O)c1ccc(COc2ccc(CO)cc2Cl)cc1	85	0	x	9	-11	-0.2	-6	88	4	-13
CCOc1ccccc1/C=C(\NC(=O)c1ccccc1)C(=O)NCCC(=O)O	100	-2	18	5	11	-1.7	4	101	6	-6
CC(=O)Nc1ccc(S(=O)(=O)Nc2cccc(N(C)S(C)(=O)=O)c2)cc1	84	1	-11	5	-12	-1.1	2	91	-1	3
CN(C(=O)c1ccc(S(=O)(=O)N2CCCC2)cc1)C1CCCCC1	107	-1	-24	3	-57	-0.3	1	105	3	-2
CCn1c(CNC(=O)COc2ccc(C(C)C)cc2)nnc1SCC(=O)Nc1ccccc1	x	0	-1	12	-14	0.5	-8	80	1	-12

Reformatted: three of the compounds above.
> Cc1ccc(S(=O)(=O)NCCn2c(C)cc3ccccc32)cc1
  HCT116 PTEN-null: 87; Phagocytosis inh: x; E-sel TNF inh: 7; Measles CPE: 9; BB579 growth dn: -46; MRP-1 activ: -4.6; GALR2 blocker: -4; HCT116 bCat-KO: 92; NPY Y2 blocker: 2; Yeast life ext: 16

> COC(=O)c1ccc(NC(=O)Nc2ccc(C)cc2)cc1
  HCT116 PTEN-null: 87; Phagocytosis inh: 0; E-sel TNF inh: -2; Measles CPE: 17; BB579 growth dn: -17; MRP-1 activ: 0.3; GALR2 blocker: 1; HCT116 bCat-KO: 90; NPY Y2 blocker: 2; Yeast life ext: -14

> COC(=O)c1cc(NC(=O)c2ccc(-c3ccccc3)cc2)ccc1Cl
  HCT116 PTEN-null: 94; Phagocytosis inh: -2; E-sel TNF inh: -12; Measles CPE: 4; BB579 growth dn: -25; MRP-1 activ: -0.5; GALR2 blocker: -1; HCT116 bCat-KO: 82; NPY Y2 blocker: 2; Yeast life ext: -6

(list continues)
SMILES	HCT116 PTEN-null	Phagocytosis inh	E-sel TNF inh	Measles CPE	BB579 growth dn	MRP-1 activ	GALR2 blocker	HCT116 bCat-KO	NPY Y2 blocker	Yeast life ext
CC(C(=O)OCn1nnc2ccccc2c1=O)N1C(=O)c2ccccc2C1=O (stereo unspecified)	96	-1	10	6	-40	-3.6	0	96	2	-1
COCNc1nc(OCC#N)nc(N(C)C)n1	106	-1	x	21	-20	0.2	-1	99	0	-4
Cc1cc(C)cc(NC(=S)NCCSc2ccc(Cl)cc2)c1	46	-5	x	23	1	-3.1	6	61	7	-5
Cc1cc(SCC(=O)NC(=O)NCc2ccco2)nc2c(C)cccc12	58	-2	-4	2	-19	-1.8	-18	70	3	-14
N#Cc1nc(-c2ccco2)oc1N1CCC(C(N)=O)CC1	96	0	x	34	-28	-2.5	4	97	14	-12
COc1cccc(N(CC(=O)NC(C)c2ccccc2)S(C)(=O)=O)c1 (stereo unspecified)	99	-3	-8	8	-29	-1.8	9	92	1	-7
Cn1ncc2c(Nc3cccc(C(=O)O)c3)ncnc21	103	x	3	11	-39	0.8	-11	95	2	-15
CCn1c(SCC(=O)N/N=C/C(C)=C\c2ccco2)nnc1-c1ccccc1	65	-6	x	9	-28	-1.8	1	61	8	-5
O=S(=O)(c1ccc2ccccc2c1)N(CC(O)COCc1ccco1)c1ccccc1 (stereo unspecified)	76	5	5	8	-66	-3.9	4	94	7	29
C=CC#CC[N+]1(CC#Cc2ccccc2)CCOCC1	94	3	x	12	-36	-1.7	5	91	2	4
COc1ccc(OC)c(NS(=O)(=O)Cc2ccccc2)c1	104	2	7	6	-30	-2.8	-7	105	1	-10
Cc1cc(C)c2nc3c(c(C(=O)O)c2c1)CCC3	85	-1	-6	1	-21	-1.2	0	95	10	-6
CCOc1ccc(NC(=O)CCCN2C(=S)NC(C)(C)CC2C)cc1 (stereo unspecified)	101	0	-6	14	3	-1.3	-1	94	2	5
Cc1cccc2cc(CN(Cc3ccco3)C(=O)Nc3cccc(C#N)c3)c(Cl)nc12	47	x	27	18	-3	-0.3	6	55	9	-11
COc1cccc(NC(=O)CCCOc2cc(=O)n(C)c3ccccc23)c1	89	-1	0	6	-23	-3.0	-4	97	4	-16
O=C(Nc1nc(-c2ccccc2)cs1)C1CCCN(S(=O)(=O)c2cccc([N+](=O)[O-])c2)C1 (stereo unspecified)	67	-2	-2	19	-8	0.2	6	63	-3	-4
CN(CC(=O)N1CC=C(c2ccccc2)CC1)S(=O)(=O)c1cnc[nH]1	97	0	x	23	-14	-0.4	8	93	1	-4
COc1ccc(NS(=O)(=O)c2ccc(N)c(C(=O)O)c2)cc1	103	0	x	12	3	-0.3	2	116	-1	-6
COc1cc2c(cc1NC(=S)Nc1cccc(C(F)(F)F)c1)oc1ccccc12	39	x	-13	9	-34	-5.1	7	71	-2	-3
COc1ccccc1-c1cc(C(F)(F)F)nc(N2CCN(c3ccc(F)cc3)CC2)n1	77	x	-20	7	-49	1.1	1	77	-2	x
CCC1(C)Cc2ccccc2-c2nc3n(c(=O)c21)CCS3 (stereo unspecified)	87	-3	x	8	-27	-0.2	-1	90	4	0
CC(C)Oc1cccc(C(=O)NC(=S)Nc2cccnc2)c1	97	-6	-4	2	-74	-2.6	2	92	4	-6
COc1ccc(N2C(=O)[C@@H]3Cc4ccccc4CN3C2=O)cc1	113	-1	-8	32*	-1	0.8	6	95	-1	-6
O=C(OCn1nnc2ccccc2c1=O)C1COc2ccccc2O1 (stereo unspecified)	91	0	-9	37	-16	-2.3	5	96	2	-18
O=C(/C=C/c1ccc(Br)o1)OCc1ccccc1	117	x	17	8	-57	0.1	-4	110	8	-20
Fc1c(F)c(F)c(N/N=C/c2c[nH]c3ccccc23)c(F)c1F	23	-2	-19	11	-54	-6.5	4	27	-5	-8
CCOC(=O)c1ccc(NC(=S)NC(=O)COc2ccccc2)cc1	95	-2	x	9	-33	-1.6	4	94	3	5
COc1ccc(C2N=C(N)N=C(N)N2c2ccccc2)cc1OC (stereo unspecified)	88	x	63*	3	-5	-1.9	7	99	0	-21
N#CC1=C(N)OC2=C(C(=O)CCC2)C1c1ccc(OC(=O)N2CCOCC2)cc1 (stereo unspecified)	108	-1	-6	8	-49	-0.5	9	98	0	-13
O=C1c2ccccc2C(=O)N1CCCON1C(=O)c2ccccc2C1=O	100	-4	4	9	-29	-0.7	-6	93	-1	-2
CCc1ccc(OCC(=O)Nc2cc(S(=O)(=O)CC)ccc2O)cc1	95	0	-44	26	-4	1.6	-1	97	8	-11
O=C(NC(N1CCCCCC1)C(Cl)(Cl)Cl)c1ccccc1Cl (stereo unspecified)	91	-6	x	16	-31	-2.7	12	90	1	4

Screening data (PubChem)
